From PubChem BioAssay
dFosB act – mouse delta FosB homodimer activation; hit rate 0.99% among 340,000; activation, % at 25 µM; purified delta FosB, TAMRA-CDK5 oligo fluorescence polarization; percent of positive-control signal above neutral wells; P13346;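 active = mean activation above about 17%, with every replicate also reaching it, limit read from the data, passing the limit was not always enough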;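 also: fluorescence polarization rise as delta FosB binds a TAMRA Cdk5 AP-1 oligo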
Keap1 Nrf2 FP – Keap1-Nrf2 (human) interaction inhibition; Q14145; Keap1 Kelch-Nrf2 peptide fluorescence polarization, 1536-well; inhibition, % at 9.4 µM; hit rate 0.15% among 340,000; AID 504523; in the data active = inhibition above about 12%;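 also: human Keap1 Kelch domain with fluorescein labeled Nrf2 9mer peptide probe; 0% = neutral control wells and 100% = peptide positive control; higher means more block of Keap1 binding to Nrf2 peptide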
Mot1-301 SUMO – inhibitors of SUMOylation pathway: yeast Mot1-301 growth rescue | growth rescue, % at 18.8 µM | hit rate 1% among 320,000 | S. cerevisiae Mot1-301 growth rescue, ATP luminescence, 38.5C; percent above DMSO median, 100 means doubled;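 active = every valid replicate shows activation above 250% relative to neutral control wells; inactive = the rest, any valid replicate at or below 250%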;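 also: OY570 slx delta 5 strain wells were the positive control but not used for scaling; some compounds called inactive have numbers as strong as hits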
PfHsp90 yeast 2 – growth inhibition of yeast expressing Plasmodium Hsp90. AID 504621. hit rate 0.32% among 310,000. inhibition, % at 9.4 µM. S. cerevisiae expressing PfHsp90, BacTiter-Glo ATP, 48 h; yeast lacking PDR1 and PDR3 efflux regulators;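 active = every replicate shows inhibition above about 80%, whatever the replicate mean, limit read from the data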;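 also: 0% = DMSO neutral controls and 100% = 20 µM radicicol positive controls; yeast relying on Plasmodium falciparum Hsp90 in place of its own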
PvdQ inh – P. aeruginosa PvdQ acylase inhibition; purified PvdQ acylase, fluorescence plate reader; inhibition, % at 10 µM; hit rate 0.063% among 340,000; AID 488965; in the data active = inhibition above about 30%, passing the limit was not always enough;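 also: 0% = vehicle neutral wells and 100% = reference inhibitor wells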
RTF Ca sens inh – cardiac RTF calcium desensitization; IANBD-labeled cardiac RTF, Ca2+ fluorescence; hit rate 0.12% among 340,000; inhibition, % at 7.15 µM;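 active = inhibition above the mean inhibition of all tested compounds plus 3 SD, cut at about 17% in these data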;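 also: assay run at fixed EC70 calcium of 1.6 mM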
CDK5 p35 inh – blocks human CDK5/p35 kinase activity; Q00535+Q15078; Recombinant CDK5/p35, ADP-Glo luminescence, 60 min; inhibition, % at 10 µM; hit rate 0.01% among 330,000; AID 488839;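 active = highest replicate inhibition of at least 50% and at least 75% of replicates reaching 50%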;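 also: plate controls were DMSO neutral control for no effect and GW8510 at 10 µM for full effect; many of its hits are not listed in these tables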
C-LANA FP – inhibitors of KSHV LANA C-terminal domain DNA binding; MBP-C-LANA/FAM-LBS DNA binding, fluorescence polarization; inhibition, % at 9 µM; hit rate 0.078% among 340,000;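 active = highest replicate inhibition at or above 60% at 9 µM, even if other replicates fall short; inactive = all replicates below 60% inhibition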;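 also: 0% = neutral control wells and 100% = 4 µM acridine orange control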
Rtt109 HAT inh – inhibitors of Candida albicans Rtt109/Vps75 histone acetyltransferase; purified Rtt109/Vps75, ThioGlo CoA-SH fluorescence, 4 h; inhibition, % at 34.9 µM; Q5AAJ8; hit rate 0.16% among 330,000; AID 540336;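 active = inhibition of at least 50% in every replicate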
RTF Ca sens act – increases calcium sensitivity of human cardiac regulated thin filaments | P19429+P45379 | IANBD-labeled TnC RTF fluorescence at EC20 calcium; 0% EC20 calcium, 100% full calcium | activation, % at 7.2 µM | hit rate 0.24% among 340,000;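 active = activation above the mean over all tested compounds plus 3 SD, cut at about 30% in these data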;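 also: rise in fluorescence read as greater calcium sensitivity of cardiac thin filaments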
NSD2 HMT inh – inhibitors of human histone methyltransferase NSD2 | O96028 | inhibition, % at 12.5 µM | NSD2 peptide methylation, AlphaScreen, 120 min | AID 743445 | hit rate 0.54% among 310,000; in the data active = inhibition above about 50%
An asterisk follows results filed as active; · = no result given.

SMILES | dFosB act | Keap1 Nrf2 FP | Mot1-301 SUMO | PfHsp90 yeast 2 | PvdQ inh | RTF Ca sens inh | CDK5 p35 inh | C-LANA FP | Rtt109 HAT inh | RTF Ca sens act | NSD2 HMT inh
Cc1ccc(S(=O)(=O)c2ccc(Cl)cc2)cc1S(=O)(=O)NC(C(=O)O)C(C)C (stereo not given) | 5 | 1 | 148 | 13 | 6 | 13 | 0.4 | -0.7 | 21 | -4 | 1
CCN1C(=S)N[C@@H](c2ccccc2)C(C(=O)OC)=C1C | -1 | -5 | -1 | 21 | -3 | 2 | -1.9 | 2.8 | 0 | 8 | ·
NC(=O)c1cc(-c2csc(-c3cccnc3)n2)ccc1O | 11 | 2 | 49 | -52 | -8 | -1 | 0.4 | -1.9 | -6 | -3 | 0
Cc1ccc(C)c(N2CC(C(=O)Nc3nccs3)CC2=O)c1 (stereo not given) | -2 | 1 | -6 | 4 | 5 | 2 | -0.2 | 0.8 | 6 | -3 | -2
CCOC(=O)c1c(C)[nH]c(C)c1C(=O)COC(=O)c1cccnc1Cl | -7 | -4 | 17 | · | -15 | -1 | 3.1 | 0.1 | 2 | -4 | 3
CN(C)CCCN(C(=O)c1sc2ccccc2c1Cl)c1nc2c(F)cccc2s1 | 0 | -2 | -8 | 4 | -13 | -1 | 0.1 | -0.4 | 3 | -3 | 0
O=C(O)CCCCCCCCCCCNC(=O)NC12CC3CC(CC(C3)C1)C2 | -1 | 1 | 17 | · | -2 | -6 | -0.2 | -2.3 | 0 | -6 | ·
COc1ccc(OCC(=O)N2CCN(c3cccc(Cl)c3)CC2)cc1 | -9 | 1 | 5 | -3 | -11 | -1 | -0.8 | 0.2 | -10 | -5 | -6
CCCCC(CC)CNC(=O)c1cc2ccccc2c(=O)o1 (stereo not given) | -3 | -1 | -11 | -41 | 8 | -3 | 0.3 | 0.6 | 44 | -7 | -5
Cc1cc(C(F)(F)F)nn1CC(=O)N(C)C1CCCCC1 | 2 | -2 | -22 | -7 | -5 | 7 | -0.7 | -0.5 | 3 | 4 | -2
Cc1cc(-c2ccccc2)nc(N(C)NC(=O)c2ccc(Cl)cc2)c1S(C)(=O)=O | 6 | -3 | 11 | -22 | -8 | -6 | 0.2 | -3.6 | -10 | -2 | 0
CC(=O)N1CCN(C(=S)NC(=O)C23CC4CC(CC(C4)C2)C3)CC1 | 1 | 2 | 80 | 8 | 10 | 0 | 1.7 | 0.5 | -4 | 6 | -3
COc1ccc(-n2cc([N+](=O)[O-])c(=O)c3ccc(Cl)cc32)cc1 | 2 | 1 | -16 | 0 | 2 | 4 | -0.2 | -0.1 | 2 | -1 | -3
O=C(Cn1c(=O)n2ncnc2c2c3c(sc21)CCCC3)c1ccccc1 | -3 | -3 | -14 | · | -15 | 0 | 1.0 | 0.5 | 24 | -3 | 1
CCOc1ccccc1NC(=O)c1sc2nc(C)nc(N3CCOCC3)c2c1C | -4 | -2 | -11 | 1 | -14 | -22 | 0.3 | -0.5 | -14 | -6 | -3
CCC(CC)C(=O)Nc1cccc(C(=O)Nc2nccs2)c1 | 6 | 3 | 1 | -9 | -3 | -5 | 1.6 | -1.0 | 3 | -2 | 1
COC(=O)CCn1c(C)cc(C(=O)COc2ccccc2C(N)=O)c1C | -5 | -4 | 2 | -9 | -12 | -4 | -3.9 | -1.6 | -7 | 3 | 9
COC(=O)c1cc2cc(OC)ccc2n1C | 1 | -10 | 15 | -22 | -9 | -11 | 0.7 | 0.7 | -1 | -6 | ·
CCN(CC(=O)Nc1c(C(=O)OC)[nH]c2ccccc12)c1ccc2c(c1)OCO2 | -23 | -3 | 24 | · | -10 | -4 | -0.1 | 0.8 | -7 | -2 | 5
COC(=O)/C=C/C(=O)N1CCN(c2ccccc2)CC1 | -4 | 2 | -9 | -47 | -12 | -2 | 1.0 | 0.1 | 9 | 4 | 2
COc1ccc(-c2cc(C(=O)O)c(C)o2)cc1OC | 6 | -6 | -19 | -16 | -13 | -4 | 0.6 | 0.6 | -27 | 4 | 21
CCC1CCCCN1CCCNC(=O)c1ccc(/C=C2/Sc3ccccc3NC2=O)cc1 (stereo not given) | 38* | 0 | 268 | 7 | 11 | 2 | 1.8 | -3.8 | 12 | -6 | 13
CCN(CC)S(=O)(=O)c1ccc(N2CCN(c3ccccc3OC)CC2)c(N)c1 | -3 | 0 | -12 | -16 | -2 | 0 | 0.1 | -1.7 | -7 | -2 | -9
Cc1ccc(SC(C)C(=O)Nc2ccccc2C(=O)N2CCOCC2)cc1 (stereo not given) | 1 | -7 | -8 | -22 | -18 | -3 | 1.6 | 2.6 | -4 | 6 | 0
COc1ccc(C(=O)NC(C(=O)NCC2CCCO2)C(C)C)cc1 (stereo not given) | 1 | -1 | 117 | -1 | -10 | 7 | 0.2 | -2.1 | -6 | -3 | -3
Cc1c(-c2ccc(Br)cc2)[n+](=O)c2c(n1[O-])CCCC2 | -4 | -2 | 416 | 15 | -2 | -2 | -0.3 | 1.0 | 2 | -3 | -8
COC(=O)C1CCN(c2cc(=O)n(C3CCCCC3)c(=O)[nH]2)CC1 | 1 | -5 | 5 | 20 | -13 | -12 | 2.0 | -0.6 | -7 | -2 | -9
COc1ccc(-c2csc(NC(=O)c3ccc(N4C(=O)CCC4=O)cc3)n2)cc1 | 9 | 6 | 6 | -28 | -8 | -7 | -1.7 | -0.6 | 4 | 1 | 2
CC(C)c1ccc(N(CC(=O)NCC2CCCO2)C(=O)Cn2nnc(-c3cccs3)n2)cc1 (stereo not given) | -7 | -2 | 26 | 8 | -4 | -4 | -1.0 | -0.5 | -6 | 5 | -1
O=S(=O)(c1cccs1)N1CCC2(CC1)OCCO2 | 0 | 2 | 3 | 7 | -9 | 1 | 0.0 | -1.3 | -1 | 1 | 0

Given with tabs: part of the list above
Molecule	dFosB act	Keap1 Nrf2 FP	Mot1-301 SUMO	PfHsp90 yeast 2	PvdQ inh	RTF Ca sens inh	CDK5 p35 inh	C-LANA FP	Rtt109 HAT inh	RTF Ca sens act	NSD2 HMT inh
CCN(CC)S(=O)(=O)c1ccc(N2CCN(c3ccccc3OC)CC2)c(N)c1	-3	0	-12	-16	-2	0	0.1	-1.7	-7	-2	-9
Cc1ccc(SC(C)C(=O)Nc2ccccc2C(=O)N2CCOCC2)cc1 (stereo not given)	1	-7	-8	-22	-18	-3	1.6	2.6	-4	6	0
COc1ccc(C(=O)NC(C(=O)NCC2CCCO2)C(C)C)cc1 (stereo not given)	1	-1	117	-1	-10	7	0.2	-2.1	-6	-3	-3
Cc1c(-c2ccc(Br)cc2)[n+](=O)c2c(n1[O-])CCCC2	-4	-2	416	15	-2	-2	-0.3	1.0	2	-3	-8
COC(=O)C1CCN(c2cc(=O)n(C3CCCCC3)c(=O)[nH]2)CC1	1	-5	5	20	-13	-12	2.0	-0.6	-7	-2	-9
COc1ccc(-c2csc(NC(=O)c3ccc(N4C(=O)CCC4=O)cc3)n2)cc1	9	6	6	-28	-8	-7	-1.7	-0.6	4	1	2
CC(C)c1ccc(N(CC(=O)NCC2CCCO2)C(=O)Cn2nnc(-c3cccs3)n2)cc1 (stereo not given)	-7	-2	26	8	-4	-4	-1.0	-0.5	-6	5	-1
O=S(=O)(c1cccs1)N1CCC2(CC1)OCCO2	0	2	3	7	-9	1	0.0	-1.3	-1	1	0

Following part.
SMILES | dFosB act | Keap1 Nrf2 FP | Mot1-301 SUMO | PfHsp90 yeast 2 | PvdQ inh | RTF Ca sens inh | CDK5 p35 inh | C-LANA FP | Rtt109 HAT inh | RTF Ca sens act | NSD2 HMT inh
COc1ccc(S(=O)(=O)Nc2ccc(S(=O)(=O)N3CCOCC3)cc2)cc1 | -9 | -1 | 6 | 1 | 0 | -11 | -0.3 | 0.2 | · | 6 | 12
Cc1cc([N+](=O)[O-])ccc1NC(=O)c1ccc(NC(=O)C(C)C)cc1 | 3 | -5 | 31 | 17 | 0 | -8 | 1.3 | 0.3 | -5 | 4 | 1
COc1ccc(-n2c(=O)[nH]cc(C(=O)Nc3ccc4c(c3)OCCO4)c2=O)cc1 | 1 | 4 | 79 | · | 2 | -8 | -0.4 | 1.4 | -8 | -6 | -1
CC1=C(C)C(=O)N(c2ccccn2)C1=O | 11 | -1 | -19 | -20 | 0 | -1 | 0.2 | -0.1 | -7 | -1 | -1
CCc1nc2ccccc2[nH]1 | -2 | 5 | 41 | 1 | 4 | -3 | 0.5 | -0.8 | -9 | -3 | -1
COc1ccc(NC(=O)C2CC(c3c(F)cccc3Cl)=NO2)cc1OC (stereo not given) | -3 | 2 | 78 | 9 | -10 | -9 | 1.0 | 0.6 | 3 | 0 | 0
Cc1cc(C)nc(NS(=O)(=O)c2ccc(NC(=O)CCN3C(=O)c4ccccc4C3=O)cc2)n1 | -6 | -4 | -15 | · | 5 | -10 | 8.3 | 1.5 | -3 | 6 | 1
Cc1ccc(OCC(=O)NNC(=O)CCc2ccccc2)cc1 | 0 | -2 | -10 | 21 | 10 | -1 | -1.9 | -0.5 | 1 | -6 | -3
CCOC(=O)Nc1ccc2c(CN3CCN(S(=O)(=O)c4ccc(C(C)C)cc4)CC3)cc(=O)oc2c1 | -2 | -10 | 186 | -30 | -12 | 9 | -1.5 | -0.4 | 2 | -3 | -6
Cc1cc(-c2nnc(-c3cc4ccccc4oc3=O)o2)c(C)n1-c1ccccc1 | -3 | -2 | -14 | -6 | 9 | -6 | -0.8 | -0.3 | -11 | 0 | -2
CC(C)=N/N=C(\c1cccc([N+](=O)[O-])c1)C12CN3CN(CN(C3)C1)C2 | 1 | 2 | -17 | 13 | -15 | -6 | -1.0 | -1.4 | -14 | -3 | -2
CCN1C(=O)N[C@@H](c2ccccc2)[C@H](C(=O)OC)[C@H]1C | 4 | -4 | -9 | 2 | 0 | -2 | 0.9 | 1.0 | -7 | 0 | ·
c1ccc2c(c1)nc(N1CCOCC1)c1nncn12 | -7 | 1 | 12 | -1 | -15 | -8 | 1.2 | 0.8 | 3 | 5 | -8
CCOC(=O)c1c(NC(=O)CSc2nnnn2-c2ccc3c(c2)OCCO3)sc(C)c1C | 1 | -4 | 22 | 14 | -10 | -10 | 2.0 | -0.9 | · | 0 | -1
CCN(CC)S(=O)(=O)c1ccc2oc(C(=O)NCC3COc4ccccc4O3)c(C)c2c1 (stereo not given) | 0 | 2 | -8 | -13 | -6 | -7 | -1.0 | 1.9 | -12 | -1 | -1
Cc1nnc2ccc(-c3cccc(NS(C)(=O)=O)c3)nn12 | -13 | -5 | -7 | 13 | 15 | 0 | -0.9 | 1.4 | 11 | -4 | -1
C/C(=N\NC(=O)CCCC(=O)O)c1c(-c2ccccc2)c2cc(Cl)ccc2[nH]c1=O | -2 | -1 | 137 | 7 | -1 | -2 | -1.2 | -0.3 | -18 | -3 | ·
